Screening data deposited in PubChem by Sanford-Burnham Center for Chemical Genomics.
Jurkat NFkB inh – inhibitors of the PMA/ionomycin-induced NF-kB reporter in Jurkat cells | PMA/ionomycin-induced NF-kB luciferase reporter, luminescence | inhibition, % at 4 µM | hit rate 0.53% among 330,000; in the data active = inhibition above about 50%
EBI2 block – EBI2 (human) antagonism; P32249; EBI2 beta-arrestin recruitment, luminescence, 7a,25-OHC stimulated; inhibition, % at 5 µM; hit rate 0.81% among 360,000; AID 651636; in the data active = inhibition above about 38%;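 note: enzyme fragment complementation signal reports receptor beta-arrestin coupling in cells; 0% = agonist plus DMSO wells and 100% = wells without agonist; some results beyond the cut were filed as inactive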
UBC13 inh – blocks human UBC13 polyubiquitin chain formation; hit rate 0.47% among 330,000; TR-FRET; P61088; inhibition, % at 20 µM; in the data active = inhibition above about 45%, passing the limit was not always enough
Target sequence (P61088 whole entry, looked up): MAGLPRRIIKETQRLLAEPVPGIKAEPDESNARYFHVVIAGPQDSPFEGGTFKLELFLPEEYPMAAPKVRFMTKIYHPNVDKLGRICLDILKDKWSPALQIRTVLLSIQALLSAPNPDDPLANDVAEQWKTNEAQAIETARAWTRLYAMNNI
CXCR6 inh – inhibitors of human CXCR6 receptor; O00574; CHO-K1 PathHunter CXCR6 beta-arrestin, luminescence; inhibition, % at 20 µM; hit rate 0.36% among 360,000; in the data active = inhibition above about 34%, passing the limit was not always enough;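 note: antagonist mode with CXCL16 agonist at 10 nM final; 0% = 10 nM CXCL16 with DMSO and 100% = unstimulated wells without agonist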
Target sequence (O00574 whole entry, looked up): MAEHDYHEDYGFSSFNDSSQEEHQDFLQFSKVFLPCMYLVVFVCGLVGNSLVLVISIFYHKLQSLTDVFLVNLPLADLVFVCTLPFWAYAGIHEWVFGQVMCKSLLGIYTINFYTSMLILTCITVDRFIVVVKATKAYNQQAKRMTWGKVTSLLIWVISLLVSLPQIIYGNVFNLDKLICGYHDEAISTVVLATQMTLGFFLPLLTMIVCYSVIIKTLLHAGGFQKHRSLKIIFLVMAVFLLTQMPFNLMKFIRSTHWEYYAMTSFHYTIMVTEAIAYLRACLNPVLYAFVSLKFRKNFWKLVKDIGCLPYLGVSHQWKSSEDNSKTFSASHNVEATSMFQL
APJ antagonist – blocks the human apelin receptor APJ. P35414. CHO-K1 APJ beta-arrestin complementation, luminescence. inhibition, % at 20 µM. hit rate 0.32% among 330,000;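 active = inhibition above about 40% at 20 µM, limit read from the data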;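 note: cells challenged with 10 nM apelin-13 agonist together with compound; plate controls were apelin-13 plus DMSO wells for no effect and DMSO wells lacking apelin-13 for full effect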
Target sequence (P35414 whole entry, looked up): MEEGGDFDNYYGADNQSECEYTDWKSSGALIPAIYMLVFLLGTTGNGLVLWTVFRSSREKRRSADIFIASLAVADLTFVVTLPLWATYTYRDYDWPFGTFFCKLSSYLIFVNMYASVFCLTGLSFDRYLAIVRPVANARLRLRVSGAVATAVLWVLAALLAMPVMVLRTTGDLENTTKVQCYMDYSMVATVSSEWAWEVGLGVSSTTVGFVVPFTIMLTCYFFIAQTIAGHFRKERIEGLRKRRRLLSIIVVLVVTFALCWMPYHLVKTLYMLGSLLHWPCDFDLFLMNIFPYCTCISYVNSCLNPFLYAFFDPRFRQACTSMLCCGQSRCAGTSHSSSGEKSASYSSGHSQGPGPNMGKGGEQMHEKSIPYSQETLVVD
Gli-Sufu antag – Gli-Sufu pathway antagonism; inhibition, % at 5 µM; Sufu-KO-LIGHT fibroblasts, Gli luciferase reporter luminescence; hit rate 0.74% among 340,000;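 active = inhibition above about 55%, limit read from the data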;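 note: 0% = DMSO-treated cells and 100% = wells with medium but no cells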
697 NFkB inh – lowers PMA/ionomycin-induced NF-kB signal in 697 B cells. 697 B-cell NF-kB luciferase reporter, 16 h. hit rate 0.33% among 330,000. inhibition, % at 4 µM. AID 435022; in the data active = inhibition above about 35%
CCR6 antag – antagonists of human CCR6 receptor | P51684 | CHO-K1 CCR6 PathHunter beta-arrestin, luminescence, CCL20-stimulated | inhibition, % at 20 µM | hit rate 0.49% among 340,000 | AID 493098;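 active = compounds whose inhibition of the agonist-driven luminescence signal at 20 µM reaches about 50%, limit read from the data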;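 note: cells stimulated with CCL20 at 14 nM final; plate controls were DMSO with CCL20 for no effect and DMSO without agonist for full effect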
* hit, by the source's call. Compounds were not picked by outcome, and some 3% of all compounds hit somewhere here.

Assay codes – A = Jurkat NFkB inh; B = EBI2 block; C = UBC13 inh; D = CXCR6 inh; E = APJ antagonist; F = Gli-Sufu antag; G = 697 NFkB inh; H = CCR6 antag
#1 O=C(NN1CCCCC1)c1cnn2c(C(F)F)cc(-c3ccccc3)nc12
  A: 11 | B: 8 | C: -4 | D: 7 | E: 9 | F: 7 | G: -13 | H: 11
#2 O=C(Cn1nc(Cc2cccnc2)c2ccccc2c1=O)Nc1cc(F)ccc1F
  A: 0 | B: -1 | C: 14 | D: -2 | E: 8 | F: 7 | G: -19 | H: 8
#3 COc1ccc(CN2CCSCC2)cc1O
  A: 10 | B: -2 | C: -2 | D: -4 | E: 3 | F: 0 | G: -2 | H: 3
#4 COc1ccc(S(=O)(=O)N(Cc2cccs2)C2CCCC2)cc1
  A: -3 | B: 9 | C: 3 | D: 7 | E: 7 | F: 0 | G: 12 | H: 19
#5 Cc1cnc(C(=O)Nc2ccccc2F)cn1
  A: -52 | B: 1 | C: 1 | D: 3 | E: 17 | F: 1 | G: -38 | H: -5
#6 COc1ccc(N2CCN(S(=O)(=O)c3cnc[nH]3)CC2)cc1
  A: 0 | B: -18 | C: 3 | D: 2 | E: 2 | F: -6 | G: 6 | H: 10
#7 COP(=O)(c1ccc(N(C)C)cc1)C(O)c1ccccc1 (centres undefined)
  A: -28 | B: -1 | C: 3 | D: -1 | E: -15 | F: 23 | G: -6 | H: -3
#8 COCCN(C(=O)CSc1nnc(-c2ccccc2F)o1)c1c(N)n(CC(C)C)c(=O)[nH]c1=O
  A: 9 | B: 0 | C: 5 | D: -3 | E: 20 | F: -25 | G: 18 | H: -5
#9 O=C(O)C1CCCCC1C(=O)Nc1ccccc1F (centres undefined)
  A: 15 | B: 1 | C: -7 | D: 2 | E: 0 | F: -1 | G: 19 | H: -4
#10 COC(=O)[C@]1(C)N[C@H](CN(C)C(=O)Nc2ccccc2)[C@@H]2C(=O)N(C)C(=O)[C@@H]21
  A: 4 | B: -1 | C: -7 | D: 4 | E: 1 | F: -3 | G: 3 | H: 1

3 compounds from above, ordered by their value in UBC13 inh, largest number first.
entry | SMILES | Jurkat NFkB inh | EBI2 block | UBC13 inh | CXCR6 inh | APJ antagonist | 697 NFkB inh | CCR6 antag
2 | O=C(Cn1nc(Cc2cccnc2)c2ccccc2c1=O)Nc1cc(F)ccc1F | 0 | -1 | 14 | -2 | 8 | -19 | 8
8 | COCCN(C(=O)CSc1nnc(-c2ccccc2F)o1)c1c(N)n(CC(C)C)c(=O)[nH]c1=O | 9 | 0 | 5 | -3 | 20 | 18 | -5
5 | Cc1cnc(C(=O)Nc2ccccc2F)cn1 | -52 | 1 | 1 | 3 | 17 | -38 | -5

Continued:
Assay codes – A = Jurkat NFkB inh; B = EBI2 block; C = UBC13 inh; D = CXCR6 inh; E = APJ antagonist; F = Gli-Sufu antag; G = 697 NFkB inh; H = CCR6 antag
#11 CCCn1c(C)c(C(=O)OCC)c(O)c(-c2ccccc2)c1=O
  A: -28 | B: -14 | C: -8 | D: -6 | E: -39 | F: -1 | G: -22 | H: -9
#12 Cc1ccc(C)c(N2C(=O)CC(Cc3ccc(Br)cc3)C2=O)c1 (centres undefined)
  A: 6 | B: -2 | C: -11 | D: 5 | E: 20 | F: -5 | G: -23 | H: 9
#13 Cc1ccc(S(=O)(=O)NC(=O)NCc2ccc(Cl)cc2)cc1
  A: 1 | B: -4 | C: -6 | D: -5 | E: 8 | F: -11 | G: -7 | H: -2
#14 CC1c2cc3c(cc2CCN1C(=O)c1cccc(F)c1)OCCCO3 (centres undefined)
  A: 16 | B: -4 | C: 1 | D: 3 | E: 5 | F: -4 | G: -39 | H: -3
#15 O=C(CSc1nnc(CNc2ccc(F)cc2)n1Cc1ccccc1)NCc1ccccc1
  A: 1 | B: 18 | C: 15 | D: -2 | E: -5 | F: 2 | G: -30 | H: 13
#16 NC(=O)NC(=O)CSc1cccc(C(F)(F)F)c1
  A: -3 | B: -6 | C: -8 | D: 5 | E: 4 | F: -4 | G: -3 | H: -5
#17 CN(C)C(=O)CCC(=O)N1CCCC(C(=O)c2ccc3c4c(cccc24)CC3)C1 (centres undefined)
  A: 7 | B: -13 | C: 24 | D: 2 | E: 0 | F: -15 | G: 0 | H: 1
#18 N#Cc1ccc(OCC(=O)N/N=C(\CCC(=O)O)c2cccs2)cc1
  A: -7 | B: -11 | C: -4 | D: -7 | E: -6 | F: -3 | G: 23 | H: 1
#19 CC(=O)N(C)c1ccc(OCC(O)Cn2c3ccc(Cl)cc3c3cc(Cl)ccc32)cc1 (centres undefined)
  A: -27 | B: 3 | C: 2 | D: -21 | E: -17 | F: -5 | G: -60 | H: -23
#20 CCc1ccccc1N(CC(=O)OC)S(C)(=O)=O
  A: 6 | B: -4 | C: 3 | D: 2 | E: 10 | F: -2 | G: 1 | H: 14
#21 c1ccc(CCNc2ncnc3sccc23)nc1
  A: 1 | B: 5 | C: -3 | D: -2 | E: 6 | F: -1 | G: -57 | H: 3
#22 CC1CCCC(C)N1C(=O)c1ccc(S(=O)(=O)N2CCCC2)cc1 (centres undefined)
  A: 1 | B: -16 | C: 9 | D: -8 | E: 0 | F: 1 | G: 10 | H: 3
#23 CCC1Oc2ccc(C)cc2N(CC(=O)N2CCN(c3ccc(F)cc3)CC2)C1=O (centres undefined)
  A: -10 | B: 15 | C: 0 | D: 9 | E: -6 | F: 6 | G: -8 | H: 14
#24 CC12CCC(=O)N1C(C(=O)OCC(=O)Nc1ccc(Cl)c(Cl)c1)CS2 (centres undefined)
  A: 10 | B: -7 | C: 3 | D: -5 | E: -23 | F: -2 | G: -3 | H: 11
#25 Cc1ccc(Sc2nc(-c3ccccc3)ccc2C#N)cc1
  A: -17 | B: 10 | C: 25 | D: 0 | E: 14 | F: -3 | G: -2 | H: 8
#26 Cc1noc(C)c1C(=O)N1CCCC(N2CCN(c3cccc(C(F)(F)F)c3)CC2)C1 (centres undefined)
  A: 2 | B: -4 | C: -7 | D: 5 | E: -30 | F: 13 | G: -15 | H: 17
#27 O=C(NC(=S)NC1CCCC1)c1ccccc1
  A: -40 | B: -2 | C: -6 | D: -4 | E: 1 | F: -75 | G: -100 | H: 5
#28 CCn1nc(NS(=O)(=O)c2ccc(NC(C)=O)cc2)c2cc3ccccc3nc21
  A: -20 | B: -1 | C: -13 | D: 17 | E: 16 | F: -16 | G: -12 | H: 34
#29 CCOC(=O)CSc1nnc(CSc2nc3ccccc3s2)n1C
  A: 3 | B: -9 | C: 1 | D: 3 | E: -9 | F: 2 | G: -5 | H: 4
#30 Cc1c(C=O)cnn1CCC(=O)O
  A: 0 | B: 6 | C: -3 | D: 6 | E: 20 | F: -3 | G: -2 | H: -4
#31 NS(=O)(=O)c1ccc(N=C2C(=O)Nc3ccccc32)cc1
  A: 10 | B: 8 | C: -8 | D: 1 | E: 18 | F: -5 | G: 8 | H: -8
#32 COc1ccc(OC)c(NC(=O)C2CCC(CNc3c(N4CCC(C)CC4)c(=O)c3=O)CC2)c1 (centres undefined)
  A: 4 | B: -6 | C: -13 | D: 0 | E: -28 | F: 0 | G: 33 | H: -6
#33 O=C(/C=C/c1ccc(S(=O)(=O)N2CCOCC2)cc1)N1CCN(c2ccc(F)cc2)CC1
  A: 25 | B: -8 | C: 1 | D: -15 | E: -3 | F: 17 | G: -9 | H: 2
#34 CCc1ccc2[nH]c3nc(SCc4nnc(-c5ccc(C)cc5)o4)nnc3c2c1
  A: 11 | B: 0 | C: -20 | D: -4 | E: -6 | F: -30 | G: -1 | H: 10
#35 O=C1c2ccccc2C(=O)N1CCC#Cc1ccc2cc(C3(O)CCCCC3)oc(=O)c2c1
  A: 2 | B: -12 | C: 15 | D: -4 | E: -10 | F: 8 | G: -1 | H: 3
#36 C#CCNC(=O)C1=C[C@@H](C)C[C@@H](OCc2ccc(CO)cc2)O1
  A: 9 | B: -9 | C: 8 | D: -4 | E: 17 | F: 15 | G: 2 | H: -2
#37 N#Cc1c(NC(=O)C(=O)NCCCN2CCOCC2)sc2c1CCC2
  A: -1 | B: -6 | C: 0 | D: -2 | E: 13 | F: -4 | G: 5 | H: 17
#38 O=C(NCc1cccs1)C1CCN(S(=O)(=O)c2cccc3nsnc23)CC1
  A: 2 | B: 0 | C: -1 | D: 9 | E: -3 | F: -2 | G: -4 | H: 4
#39 COC(=O)Nc1ncc(CN2CCC(c3ccccc3)CC2)s1
  A: -2 | B: 2 | C: 4 | D: -2 | E: 7 | F: 7 | G: -2 | H: 8
#40 C=CCN1C(=O)C(Cc2ccc(C)cc2)S/C1=N/N=C/c1ccco1 (centres undefined)
  A: -4 | B: 4 | C: -2 | D: 2 | E: 14 | F: 0 | G: 8 | H: 3
#41 CC(C)(C)c1ccc(OCc2ccc(C(=O)NN)o2)cc1
  A: -20 | B: 1 | C: -9 | D: 0 | E: -13 | F: -108 | G: -20 | H: 3
#42 Cc1cc(NS(=O)(=O)c2ccc(NC(=O)c3cnc4scc(C)n4c3=O)cc2)nc(C)n1
  A: 13 | B: 5 | C: -6 | D: 2 | E: -1 | F: -14 | G: -11 | H: 3
#43 COc1ccc(CNC(=O)c2ccc3oc(C(C)C)nc3c2)cc1
  A: -77 | B: 2 | C: -3 | D: -9 | E: 6 | F: -71 | G: -64 | H: 7
#44 NS(=O)(=O)c1ccc(NC(=O)CCC(=O)c2ccc(Cl)s2)cc1
  A: -5 | B: -10 | C: 4 | D: -1 | E: 0 | F: 20 | G: 8 | H: 9
#45 COc1ccc(C2(C(=O)N3CCCC3)CCOCC2)cc1OC
  A: -5 | B: -11 | C: 7 | D: -2 | E: 7 | F: 2 | G: 2 | H: -1
#46 FC(F)(F)c1cccc(NC(=S)N2CCCC2)c1
  A: -3 | B: -2 | C: 3 | D: -2 | E: -9 | F: 5 | G: 10 | H: 2
#47 COC(=O)c1ccccc1NC(=O)CSc1nnc(-c2cccnc2)n1N
  A: -1 | B: -9 | C: 4 | D: 1 | E: -9 | F: 3 | G: -16 | H: -15
#48 CC(=O)Nc1ccc(S(=O)(=O)N2CCCc3ccccc32)cc1
  A: 63* | B: 3 | C: 18 | D: -12 | E: -7 | F: -8 | G: -48 | H: -1
#49 COc1cccc(C2=NOC(C(=O)Nc3cc(OC)c(OC)c(OC)c3)C2)c1 (centres undefined)
  A: 5 | B: -3 | C: -2 | D: -10 | E: 8 | F: 4 | G: 3 | H: -3
#50 O=C(N1CCOCC1)N(CCN1CCOCC1)Cc1cccc2ccccc12
  A: -4 | B: -8 | C: -3 | D: 4 | E: -5 | F: 0 | G: 6 | H: 4
#51 COCc1[nH][nH]c(=O)c1C=Nc1ccccc1
  A: 1 | B: -10 | C: -5 | D: -2 | E: 8 | F: -2 | G: 4 | H: 8
#52 O=C(Nc1ccccc1)c1nc[nH]c1C(=O)N1CCc2ccccc2C1
  A: -1 | B: -21 | C: -1 | D: 4 | E: 5 | F: -5 | G: 5 | H: 3
#53 Cc1ccc(-c2ccc(/C=N/N3C(=O)C4C5C=CC(CC5)C4C3=O)o2)c([N+](=O)[O-])c1 (centres undefined)
  A: -19 | B: 3 | C: -29 | D: -1 | E: -17 | F: -4 | G: -17 | H: 21
#54 O=C(NC1CCCCC1)c1cccc2c1C(=O)c1ccc(-c3ccc(OC(F)(F)F)cc3)cc1S2(=O)=O
  A: -36 | B: 3 | C: -18 | D: -8 | E: -5 | F: -4 | G: 18 | H: -5
#55 C=CCN1C(=O)S/C(=C\c2ccc(N3CCOCC3)cc2C)C1=O
  A: -131 | B: 4 | C: -14 | D: -6 | E: 12 | F: -13 | G: -112 | H: 9
#56 COC(=O)c1ccc(S(=O)(=O)N2CCCC2)o1
  A: 12 | B: 1 | C: 6 | D: -5 | E: 16 | F: 1 | G: 18 | H: 2
#57 CC(=O)Cn1ncc(N2CCOCC2)c(Cl)c1=O
  A: -8 | B: -14 | C: 4 | D: 6 | E: -3 | F: 0 | G: 3 | H: 10
#58 O=c1c2sc3nc(N4CCOCC4)c4c(c3c2ncn1-c1ccccc1)CCCC4
  A: 12 | B: 30 | C: 41 | D: 11 | E: 5 | F: 29 | G: 19 | H: 15
#59 CCOc1ccc(C(=O)NCC(=O)Nc2ccc3c(c2)OCO3)cc1OCC
  A: -18 | B: -10 | C: -9 | D: -6 | E: 7 | F: -8 | G: -9 | H: 3
#60 Cn1ncc(Br)c1C(=O)NC12CC3CC(CC(C3)C1)C2
  A: -6 | B: -12 | C: -11 | D: 2 | E: -19 | F: -4 | G: -3 | H: 11
#61 O=C(Nc1ccc(F)cc1)N1CCOCC1
  A: -6 | B: -2 | C: -3 | D: -6 | E: -3 | F: 6 | G: -3 | H: 4
